Assay outcomes as filed in PubChem.
TDP1 cell CPT: growth inhibition of DT40 Tdp1-/-;hTDP1 cells with camptothecin (screen for TDP1 inhibitors); chicken DT40 Tdp1-/-;hTDP1 cells + 20 nM CPT, ATP luminescence, 48 h; Potency, µM (titrated, usually from 46.2 µM), without a hit: at the top dose activity change, negative = growth inhibition, hits mostly inhibitors; 12% of 420,000 active; further: nearly all actives have a fitted effect of over 55% in size
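Cell growth measured by CellTiter-Glo luminescence after a minimum 48 h, 37 C compound exposure with 20 nM CPT in Tdp1-knockout DT40 cells stably expressing hTDP1, seeded 400/well; qHTS titration format.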
FEN1 inhibitor: inhibitors of human flap endonuclease 1; Recombinant FEN1 flap cleavage, fluorescence, 15 min; Potency, µM (highest dose often 114 µM), for the others: at the top dose activity change, negative = inhibition, actives largely listed as inhibitors; P39748; 0.35% of 390,000 active; further: nearly all actives have a fitted effect of over 65% in size
Target sequence (P39748 whole entry, looked up): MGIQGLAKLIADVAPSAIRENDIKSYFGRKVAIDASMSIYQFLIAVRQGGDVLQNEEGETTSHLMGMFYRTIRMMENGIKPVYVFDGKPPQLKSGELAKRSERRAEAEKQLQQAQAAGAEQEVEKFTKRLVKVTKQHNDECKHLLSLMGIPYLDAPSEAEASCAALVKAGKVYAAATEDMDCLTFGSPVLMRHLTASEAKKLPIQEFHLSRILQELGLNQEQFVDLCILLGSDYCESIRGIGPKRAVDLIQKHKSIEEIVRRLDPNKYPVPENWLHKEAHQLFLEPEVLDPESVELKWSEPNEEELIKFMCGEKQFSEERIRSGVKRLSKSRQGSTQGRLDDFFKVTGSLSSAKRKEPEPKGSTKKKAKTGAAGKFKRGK
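Reaction started by adding substrate (50 nM final) to 10 nM enzyme after 15 min room-temperature compound preincubation. Reads at 0 and 15 min, with data normalized and fitted to a four-parameter Hill equation.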
N370S GC mod: N370S glucocerebrosidase modulation, Gaucher chaperone candidate; N370S GC spleen homogenate, 4MU-glucoside fluorescence; Potency, µM (series often up to 59.4 µM), without a hit: top-dose activity change, negative = inhibition, most hits filed as inhibitors; 0.092% of 330,000 active; AID 2101;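 further: 0% = full enzyme activity and -100% = no enzyme basal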
The depositor's hits bear a star; ? = inconclusive; nt = no result given; & = joins results of further samples; [ ] = dose if it differs, or a comment. The call rests on the fitted dose curve; in most records, active means well fitted curve in the direction sought with a large enough effect; inconclusive means small, poorly fitted or top-dose-only effect, or another doubt; inactive means no such curve, though single readings can be large; an effect the other way counts as inactive or inconclusive. Unless noted, on the % scale 0 is the no-effect control and ±100 the full control effect; potency means the concentration at half of the fitted maximal effect. An excerpt; the hit share may differ from the screen's.

SMILES	TDP1 cell CPT	FEN1 inhibitor	N370S GC mod
CCOC(=O)C1CCN(Cc2nc3ccc(Cl)cc3n2CCO)CC1	21µM*	6%	3%
CCCCCn1c(=S)[nH]c2cc(C(=O)N3CCCC3)ccc2c1=O	2%	6%	1%
CCOC(=O)c1ccc2[nH]c3c(c2c1)CCCC3NC=O (stereo unspecified)	-25%	-4%	1%
O=C1[C@@H](Oc2ccccc2)[C@@H](c2ccccc2)N1c1ccccc1	-19%	17%	nt
C/C(=N/NC(=O)CNC(=O)c1ccncc1)c1ccc(Cl)cc1	8%	4%	8%
CC(C)CC1Nc2ncnc(N3CCN(c4ccccc4)CC3)c2N(Cc2ccccc2)C1=O (stereo unspecified)	16µM*	-12%	-19%
COc1cc(/C=N/NC(=O)C(=O)NCC2CCCO2)cc(Cl)c1O (stereo unspecified)	-18%	-4%	-9%
O=C(c1ccc2c(c1)OCCO2)C1CCN(C(=O)c2ccc(F)c(F)c2)CC1	?	-13%	12%
COc1ccccc1CNC(=O)CN(C)Cc1ccc(SC)cc1	16µM*	6%	-25%
Cc1ccc(S(=O)(=O)N2[C@@H](c3ccc(C(C)C)cc3)C(C(=O)O)=C[C@H]2C(C)(C)C)cc1	?	7%	nt
COC(=O)c1ccc(Sc2ccc(C)cc2)c(N)c1	?	-23%	31%
CCc1nnc(NC(=O)[C@@H](NC(=O)c2ccc(OC)cc2)C(C)C)s1	14%	8%	-2%
COCCCC1CCN(Cc2cn[nH]c2-c2cc(OC)c(OC)c(OC)c2)CC1	-1%	19%	0%
COC(=O)c1cc2c(-c3ccccc3)c(C)c3ccccn3c-2c1C(=O)OC	?	?	nt
CN(C)c1ncc2ncc(=O)n(C)c2n1	1%	nt	-1%
CC(=NNC(=S)N1CCN(C2CCCCCC2)CC1)c1ccccn1	0.065µM*	11%	nt
Cn1cccc1Cc1nnc(SCC(=O)Nc2nc3ccccc3s2)n1CCc1ccccc1	-13%	-1%	3%
CN(C(=O)COC(=O)CNC(=O)c1ccccc1F)C1CCCCC1	-4%	4%	-15%
NC(=O)c1ccccc1OCC(=O)N1CCc2ccccc2C1	?	-1%	-3%
O=C(CC(c1ccccc1)c1ccccc1)NCC1CCCO1 (stereo unspecified)	-18%	-1%	-11%

Overlap with the part before: 2 entries, followed by the next part.
SMILES	TDP1 cell CPT	FEN1 inhibitor	N370S GC mod
NC(=O)c1ccccc1OCC(=O)N1CCc2ccccc2C1	?	-1%	-3%
O=C(CC(c1ccccc1)c1ccccc1)NCC1CCCO1 (stereo unspecified)	-18%	-1%	-11%
Cc1cc(NC(=O)CCC(=O)N(Cc2ccco2)C(C(=O)NC2CCCC2)c2ccccc2)no1 (stereo unspecified)	-22%	-2%	-1%
Cc1ccc(S(=O)(=O)c2c(N)n(/N=C/c3ccco3)c3nc4ccccc4nc23)cc1	?	-16%	7%
COc1ccc(CCC(=O)OCC(=O)Nc2ccc(C)c(S(=O)(=O)N(C)C)c2)cc1	-10%	-10%	7%
COC(CNC(=O)c1ccc2nc(-c3ccccc3)c(-c3ccccc3)nc2c1)OC	?	5%	17%
Cc1cc([N+](=O)[O-])ccc1NCc1ccccc1[N+](=O)[O-]	-15%	-7%	23%
COc1ccccc1-n1nnnc1SCC(=O)Nc1cc(C)on1	-1%	-7%	0%
Cc1ccc(S(=O)(=O)NC(CC(C)C)C(=O)NCc2ccco2)cc1 (stereo unspecified)	-8%	4%	nt
C=CCn1c(=O)c(C(=O)NCc2ccc3c(c2)OCO3)c(O)c2cc(OC)c(OC)cc21	?	11%	-3%
C/C(=N\NC(=O)c1cc2c(s1)CCC(C)C2)c1cccnc1 (stereo unspecified)	?	6%	?
CN(C(=O)c1ccccc1-c1ncc[nH]1)C1CCCN(Cc2ccccc2F)C1 (stereo unspecified)	-1%	3%	-9%
O=c1cc(-c2ccsc2)oc2ccc(-c3ccc4cc[nH]c4c3)cc12	?	-20%	nt
O=C1CC[C@H](OCc2ccccc2)CCN1[C@H](CSc1ccccc1)Cc1ccccc1	-27%	-4%	-10%
CNC1(C(N)=O)CCNCC1	5%	1%	1%
N#CC1=C(N)SC(N)=C(C#N)C1C1CC=CCC1 (stereo unspecified)	-19%	-16%	-3%
O=C(CSc1ccc2nnc(-c3ccncc3)n2n1)Nc1nccs1	-6%	-9%	-9%
Clc1cccc(Cl)c1Cn1cnc(=NCc2ccco2)c2[nH]cnc21	-26%	2%	-2%
Cc1ccc(NC(=O)c2ncn(-c3ccccc3)n2)c(Cl)c1	7%	0%	nt
O=C(C1CC1)N(CCN(C(=O)C1CC1)c1ccccc1)c1ccccc1	?	-1%	-14%
O=C(CN1C(=O)C2CC=CCC2C1=O)Nc1nc(-c2ccc(F)cc2)cs1 (stereo unspecified)	?	-17%	nt
CC(C)COc1ccc(C(=O)Nc2sc3c(c2C(=O)O)CC(C)(C)OC3)cc1	?	12%	-14%
COc1cccc(/C=N/Nc2cc(Cl)nc(C)n2)c1O	5%	16%	2%
CC(=O)Nc1ccc(-c2nnc(SCC(=O)c3ccc4c(c3)Cc3ccccc3-4)n2C)cc1	13µM*	7%	-24%
CCNC(=O)NC(=O)COC(=O)CNC(=O)COc1ccccc1	0%	-10%	3%
N=C1C(c2ccccc2)=C(O)CN1c1cccc(S(=O)(=O)NCc2ccco2)c1	-1%	-5%	2%
CCOc1ccc(C(C)=O)cc1COC(=O)C(C)N=C1NS(=O)(=O)c2ccccc21 (stereo unspecified)	9%	-3%	-2%
CCOC(=O)c1cc(NC(=O)CSCCO)ccc1Cl	-16%	0%	-13%
COc1cccc(N=c2oc3ccc(OC)cc3cc2-c2nc3ccccc3[nH]2)c1	?	?	-11%
O=C(CCc1ccc(S(=O)(=O)N2CCOCC2)cc1)N1CCc2ccccc2C1	-8%	3%	-6%
CCn1cc2nc(SCc3cccc(C(F)(F)F)c3)n(Cc3ccc(Cl)cc3)c(=O)c2n1	15µM*	?	nt
Cc1ccc(SCC(=O)OC(C)C(=O)N2CCc3ccccc32)cc1 (stereo unspecified)	1%	-9%	14%
OCC(O)/C=N/Nc1nc(N2CCCCC2)nc(N2CCCCC2)n1 (stereo unspecified)	-19%	16%	-17%
O=c1c2sccc2n(Cc2cc(=O)n3ccccc3n2)c(=O)n1-c1ccccc1	-8%	-5%	4%
Cc1ccc(NC(=O)c2c(-c3c(F)cccc3Cl)noc2C)cc1F	-14%	-22%	8%
COc1ccccc1N1C(=O)C2CCC(c3ccccc3)CC2C1=O (stereo unspecified)	-22%	-4%	-6%
CC[C@]12c3[nH]c4ccccc4c3CCN1C(=O)C(CC(=O)NCC13CC4CC(CC(C4)C1)C3)C[C@@H]2C(=O)N1CCN(C(=O)c2ccco2)CC1 (stereo partly specified)	?	-13%	nt
O=C(NCc1ccccc1F)c1ccc(S(=O)(=O)N2CCCCCC2)cc1	-6%	-10%	nt
Cc1[nH]c2ccccc2c1SCc1nnc(SCc2ccccc2)n1C	-15%	0%	3%
CCN(CC)C(=O)C1CCCN(Cc2ccccc2)C1 (stereo unspecified)	?	34%[activator]	1%
Cc1nc(-c2ccc(S(=O)(=O)Nc3ccc(S(N)(=O)=O)cc3)cc2)co1	?	16%	-28%
CC(=O)c1cc2c(cc1NC(=O)c1ccco1)OCCO2	21%	-2%	6%
COc1ccc(S(=O)(=O)N2CCOC2CNC(=O)C(=O)NCc2ccncc2)cc1OC (stereo unspecified)	4%	3%	0%
O=C(c1ccc2c(c1)OCO2)N1CCN(c2ccccc2)CC1	-25%	-6%	4%
CC(C)CNS(=O)(=O)c1ccc(OCC(=O)Nc2ccc3c(c2)OCO3)c(Cl)c1	-10%	1%	-14%
CCN1CCN(CCCNC(=O)c2ccc(CS(=O)c3ccc(Br)cc3)o2)CC1 (stereo unspecified)	-10%	-2%	2%
CSc1ncc(C(=O)NCc2ccc(C)cc2)c(C)n1	?	17%	nt
COc1ccc(NC(=O)CC2Sc3ncnn3C2=O)cc1 (stereo unspecified)	5.2µM*	-14%	-7%
O=C(c1ccc(N2CCCCC2)c([N+](=O)[O-])c1)N1CCN(S(=O)(=O)c2ccccc2)CC1	?	5%	-6%
Cc1cc(C)cc(NS(=O)(=O)c2cccs2)c1	5%	-21%	10%
COc1ccc(/C=C/C(=O)NCc2ccccn2)cc1OC	-9%	-20%	10%
O=C(c1ccccc1Br)N1CCC(c2nc3ccccc3o2)CC1	?	-1%	nt
Clc1ccc(CNCCCSc2ncccn2)cc1Cl	?	6%	-12%
O=S(=O)(NCCNC/C=C/c1ccc(Br)cc1)c1cccc2cnccc12	19µM*	nt	-22%&-27%&-22%
Cc1ccc2oc(=O)n(Cc3ccccc3OC(C)C)c2c1	?	-5%	13%
CCCCn1c(N)c(N(CC)C(=O)CSc2nnnn2-c2cc(C)ccc2C)c(=O)[nH]c1=O	4%	5%	5%
O=C(O)CC(CC(=O)O)n1cccc1	-5%	6%	nt
OCCOc1ccc(CN2CCN(CCCc3ccccc3)C(CCO)C2)cc1 (stereo unspecified)	-20%	4%	3%
CSc1ccccc1NC(=O)c1ccccc1C	-16%	16%	11%
Nc1ccc(C(=O)N2CCN(S(=O)(=O)c3ccc(Br)cc3)CC2)cc1[N+](=O)[O-]	?	-3%	-3%
Cc1csc(SCC(=O)Nc2ncc(Cl)c(C)c2Cl)n1	-21%	8%	-20%
COc1ccc(N2CCN(C(=O)C3CCN(c4nc5ccc(C)cc5[nH]4)CC3)CC2)cc1	10µM*	1%	nt

By substructure, the entries above with two or more sulfur atoms.
SMILES	TDP1 cell CPT	FEN1 inhibitor	N370S GC mod
Cn1cccc1Cc1nnc(SCC(=O)Nc2nc3ccccc3s2)n1CCc1ccccc1	-13%	-1%	3%
O=C(CSc1ccc2nnc(-c3ccncc3)n2n1)Nc1nccs1	-6%	-9%	-9%
Cc1[nH]c2ccccc2c1SCc1nnc(SCc2ccccc2)n1C	-15%	0%	3%
Cc1nc(-c2ccc(S(=O)(=O)Nc3ccc(S(N)(=O)=O)cc3)cc2)co1	?	16%	-28%
Cc1cc(C)cc(NS(=O)(=O)c2cccs2)c1	5%	-21%	10%
Cc1csc(SCC(=O)Nc2ncc(Cl)c(C)c2Cl)n1	-21%	8%	-20%

Later entries:
SMILES	TDP1 cell CPT	FEN1 inhibitor	N370S GC mod
COc1ccccc1NC(=O)c1cc(C(=O)O)ccc1C(=O)O	-2%	-2%	0%
O=[N+]([O-])c1ccc(Cl)cc1CNc1ccc(F)c(F)c1	-13%	-15%	5%
Cc1snc2sc(C(=O)c3ccc(F)cc3)c(N)c12	10%	0%	19%
CCN(C(=O)COC(=O)c1cc(=O)[nH]c2ccccc12)C1CCS(=O)(=O)C1 (stereo unspecified)	-7%	19%	20%
Cc1cccc(-c2nn(-c3ccccc3)cc2C(=O)N(C)CC(=O)Nc2ccc(N3CCOCC3)cc2)c1	-23%	1%	-2%
Cc1ccc(C)c(-n2c(C)cc(/C=N/NC(=O)c3c(C)nc4cc(C)ccn34)c2C)c1	?	0%	8%
CC1=CC(C)(C)N2C(=O)C(=O)c3cc(OC(=O)c4ccco4)cc1c32	0.65µM*	8%	2%
COc1ccc(Cl)cc1NS(=O)(=O)c1ccc(S(=O)(=O)N2CCCC2)cc1	-11%	5%	-3%
CCCS(=O)(=O)c1ccc(COC(=O)c2cccc(NC(=O)C(C)C)c2)cc1	?	-9%	10%
COc1cccc(C2c3[nH]c4ccccc4c3CCN2Cc2cnc(C)s2)c1OC (stereo unspecified)	?	-16%	-3%
CC(C)(C)c1ccc(S(=O)(=O)N(CCCN2CCOCC2)Cc2cccs2)cc1	?	-3%&-6%	-3%
Cc1c(N/N=C(\C#N)C(=O)c2ccc(Cl)cc2)c(=O)n(-c2ccccc2)n1C	3.7µM*	-14%	16%
CC1(C(=O)OCC(=O)NC(=O)c2ccccc2)CC1(Cl)Cl (stereo unspecified)	-13%	11%	1%
CCOC(=O)c1ccccc1NC(=O)CSc1nc2ccccc2n1CC(=O)N1CCCC1	?	1%	0%
Cc1ccc2c(c1)OC(c1ccc3c(c1)OCCO3)CC2=O (stereo unspecified)	-26%	-25%	2%
CCOC(=O)c1cccc(NC(=O)COC)c1	-6%	4%	3%
Cc1cc(C)cc(Nc2nc3ccc(C)cc3n3cnnc23)c1	-25%	1%	11%
C#CCOc1ccc2c3c(c(=O)oc2c1)CCCC3	0%	?	?
CCC(C)[C@@H](NC(=O)OC(C)(C)C)c1nnc(S(=O)(=O)Cc2cccc(C)c2)o1 (stereo partly specified)	2.1µM*	-14%	2%
CCN(CCCNC(=O)c1ccc(Sc2ccc(Cl)cc2)c(NC(C)=O)c1)c1cccc(C)c1	?	-14%	nt

Three compounds from above, sorted by SMILES length, rising:
SMILES	TDP1 cell CPT	FEN1 inhibitor	N370S GC mod
CC1(C(=O)OCC(=O)NC(=O)c2ccccc2)CC1(Cl)Cl (stereo unspecified)	-13%	11%	1%
Cc1c(N/N=C(\C#N)C(=O)c2ccc(Cl)cc2)c(=O)n(-c2ccccc2)n1C	3.7µM*	-14%	16%
Cc1cccc(-c2nn(-c3ccccc3)cc2C(=O)N(C)CC(=O)Nc2ccc(N3CCOCC3)cc2)c1	-23%	1%	-2%
